High-throughput results as filed in PubChem BioAssay.
GAA inh = alpha-glucosidase (human) inhibition. hit rate 0.005% among 200,000. P10253. purified human GAA, 4-MU-alpha-glucoside fluorescence. Potency, µM (titrated, usually from 76.9 µM), for inactives: top-dose activity change, negative = inhibition, actives largely listed as inhibitors;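 also: plate controls were uninhibited enzyme wells for no effect and no-enzyme background for full effect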
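qHTS format, compound range up to 77 uM. Human lysosomal enzyme at 4 nM, 400 uM 4-MU glucoside substrate, pH 5.0, 20 min room temperature; fluorescence after alkaline stop gives activity normalized to controls.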
GoLoco inh red = blocks human Gai1 binding to RGS12 GoLoco peptide, red readout | Gai1:RGS12 GoLoco peptide FP, rhodamine, 10 min | Potency, µM (series often up to 61.6 µM), for the others: at the highest dose activity, negative = inhibition, most hits filed as inhibitors | hit rate 0.44% among 230,000 | AID 880; active = well fitted inhibition curve with a large enough effect, not every such curve was filed as active; inactive = no such curve, though single readings can be large or run the other way; also: nearly all actives have a fitted effect of over 30% in size; many of its hits are not listed in these tables
Target sequence (P63096 whole entry, looked up): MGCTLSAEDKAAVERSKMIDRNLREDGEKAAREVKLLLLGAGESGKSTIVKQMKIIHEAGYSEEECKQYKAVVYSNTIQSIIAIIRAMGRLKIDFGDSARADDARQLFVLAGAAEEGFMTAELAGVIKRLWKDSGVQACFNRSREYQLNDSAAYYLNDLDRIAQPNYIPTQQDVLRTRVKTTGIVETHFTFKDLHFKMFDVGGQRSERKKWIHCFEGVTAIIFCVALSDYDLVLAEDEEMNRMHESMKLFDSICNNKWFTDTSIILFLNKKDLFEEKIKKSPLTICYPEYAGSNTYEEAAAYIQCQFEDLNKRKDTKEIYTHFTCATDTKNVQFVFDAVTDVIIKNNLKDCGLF
aGlu spleen mod = lysosomal alpha-glucosidase (human) modulation; P10253; human spleen homogenate, 4-MU-alpha-glucoside fluorescence; Potency, µM (series often up to 79.9 µM), without a hit: at the top dose activity change, negative = inhibition, most hits filed as inhibitors; hit rate 0.006% among 240,000; AID 2112;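 also: 0% = enzyme with vehicle and -100% = no enzyme basal signal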
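Human spleen homogenate (1 ug) incubated with compounds and 1 mM 4-methylumbelliferyl-alpha-D-glucopyranoside in pH 5.0 citrate/phosphate buffer, 37 C, 40 min. Stopped at pH 10; 4-MU fluorescence (Ex 365/Em 440 nm); AC50 by Hill fit.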
RECQ1 helicase = RECQ1 (human) helicase inhibition. Potency, µM (series often up to 57.3 µM), for the others: top-dose activity, negative = inhibition, usual class: inhibitors. P46063. AID 2549. hit rate 0.54% among 240,000. RECQ1 DNA unwinding, red fluorescence kinetic read;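 also: plate controls were vehicle for no effect and no enzyme for full effect; nearly all actives have a fitted effect of over 30% in size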
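RECQ1T1 50 nM; forked duplex (20 bp + 30-nt ss tails) 200 nM, ATP 2 mM final; pH 8.0, 2 mM MgCl2, 2.5 ug/ml poly(dI-dC); 15 min compound preincubation; discontinuous kinetic read over 2 h at RT.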
GAA glycogen mod = inhibitors or activators of human alpha-glucosidase glycogen cleavage. Potency, µM (top dose mostly 76.4 µM), for inactives: at the top dose activity change, negative = inhibition, most hits filed as inhibitors. recombinant GAA, glycogen substrate, Amplex Red glucose oxidase fluorescence. hit rate 0.38% among 300,000. P10253. AID 2100;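 also: 0% = full enzyme reaction and -100% = no-enzyme basal signal; the screen sought inhibitors and activators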
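Recombinant human enzyme (4 nM); glycogen substrate; 37 C, 40 min, pH 5.0. Readout: coupled glucose oxidase/Amplex Red fluorescence.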
TR SRC2 fluor cs = alters Texas Red total fluorescence, flagging assay interference. TRb/SRC2 Texas Red total fluorescence interference. Potency, µM (titrated, usually from 106 µM), inactives show top-dose fluorescence change, negative = quenching. AID 1479. hit rate 0.29% among 280,000; active = well fitted curve in either direction with a large enough effect; inconclusive = small, poorly fitted or top-dose-only effect
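Flags fluorescent or light-absorbing compounds by total fluorescence, S + 2P, at 555 nm excitation and 632 nm emission. Mixture: 20 nM Texas Red SRC2 peptide, 0.6 uM human TRb LBD, 1 uM T3, 5% DMSO; compound exposure 5 h at ambient temperature.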
TRb SRC2 PPI = TRbeta-SRC2 interaction inhibition | P10828 | TRbeta-SRC2 peptide binding, fluorescence polarization; receptor liganded with 1 µM T3 | Potency, µM (series often up to 106 µM), inactives show at the top dose activity change, negative = inhibition, usual class: inhibitors | hit rate 0.065% among 280,000;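 also: plate controls were bound peptide for no effect and peptide without receptor for full effect; nearly all actives have a fitted effect of over 50% in size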
Target sequence (P10828 whole entry, looked up): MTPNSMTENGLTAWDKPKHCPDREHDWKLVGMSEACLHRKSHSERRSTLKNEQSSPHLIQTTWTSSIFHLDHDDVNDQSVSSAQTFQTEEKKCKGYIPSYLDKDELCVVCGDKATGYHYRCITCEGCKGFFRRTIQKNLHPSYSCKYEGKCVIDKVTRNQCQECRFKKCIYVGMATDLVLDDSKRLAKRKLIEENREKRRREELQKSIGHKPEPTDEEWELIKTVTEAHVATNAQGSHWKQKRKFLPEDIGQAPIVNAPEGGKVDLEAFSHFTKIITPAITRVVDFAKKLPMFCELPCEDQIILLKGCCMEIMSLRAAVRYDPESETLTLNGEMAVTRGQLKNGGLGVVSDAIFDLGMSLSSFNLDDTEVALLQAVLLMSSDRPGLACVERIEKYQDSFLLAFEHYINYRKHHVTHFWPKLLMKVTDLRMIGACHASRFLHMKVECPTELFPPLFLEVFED
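Human TRb LBD (0.6 uM) plus Texas Red-labeled SRC2 peptide (20 nM), 1uM T3, 5% DMSO, 5 hr at ambient temperature. Decreased polarization (555/632 nm) flags inhibition; data normalized to free and bound peptide controls.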
L3MBTL1 inh = blocks human L3MBTL1. AlphaScreen L3MBTL1–H3K9me1 peptide binding. Potency, µM (series often up to 57.1 µM), for the others: top-dose activity, negative = inhibition, most hits filed as inhibitors. hit rate 0.66% among 230,000. AID 485360; also: nearly all actives have a fitted effect of over 60% in size
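Displacement of a biotinylated histone H3(1-15) peptide monomethylated at Lys9 (75 nM) from L3MBTL1 (50 nM) was measured by AlphaScreen after a 30 min room-temperature compound incubation; cefsulodin titration served as intraplate control.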
Numbers without * were called inactive; i = inactive; ? = inconclusive; . = not tested or not shown; [ ] = remark or other dose. Unless noted, calls follow the shape of the dose curve; as a rule, active = well fitted curve in the direction sought with a large enough effect; inconclusive = small, poorly fitted or top-dose-only effect, or another doubt; inactive = no such curve, though single readings can be large; an effect the other way counts as inactive or inconclusive. Unless noted, % is scaled to controls: 0 for no effect and ±100 for the full control effect; potency is read from the fitted curve at half-maximal effect. Not all compounds are listed; rates above refer to the full screens.

SMILES | GAA inh | GoLoco inh red | aGlu spleen mod | RECQ1 helicase | GAA glycogen mod | TR SRC2 fluor cs | TRb SRC2 PPI | L3MBTL1 inh
NC1(C(=O)O)CCC1 | . | 3% | 5% | -2% | . | 1% | 2% | .
CCOC(=O)C1CCN(C(=O)CC(C)c2ccccc2)CC1 (stereo unspecified) | 3% | -13% | -5% | -7% | 5% | 0% | 10% | .
COc1cccc(C2CC3(CC(C)(C)NC(=S)N3)Oc3cc(O)ccc32)c1 (stereo unspecified) | -5% | 7% | -13% | -2% | -15% | -2% | 6% | -13%
O=C(CCn1ccc2ccccc21)NC1CCCc2ccccc21 (stereo unspecified) | -2% | -3% | -1% | i | -7% | 1% | 0% | .
COc1cc(C(=S)N2CCCC2)cc(Cl)c1O | -6% | -5% | -5% | -14% | 2% | 2% | -19% | 1%
Cc1nnc(OC(C)C)c2nn(-c3ccccc3F)c(C)c12 | -2% | 14% | 0% | -4% | 4% | -4% | -8% | .
COc1cccc(/C=C/C(=O)OCC(=O)N2c3ccccc3NC(=O)C2(C)C)c1 | -7% | 6% | 0% | -12% | 16% | -3% | 6% | 5%
FC(F)(F)c1cnc(NNC(=S)Nc2cccnc2)c(Cl)c1 | -10% | 4% | -1% | -29% | ? | -2% | 5% | .
Cc1ccc(NCC(=O)N/N=C/c2ccc(C(=O)O)cc2)cc1 | . | 1% | 5% | -10% | -19% | -10% | -1% | .
COc1cccc(OC)c1C(=O)N1CCN(Cc2ccncc2)CC1 | 0% | -28% | -7% | 0% | -2% | 1% | -9% | 2%
O=C(CSc1ccc(Br)c2cccc(Cl)c12)Nc1ccc(S(=O)(=O)Nc2nccs2)cc1 | 5% | 17% | -6% | -9% | -11% | 0% | -2% | -16%
O=[N+]([O-])c1cc(C(F)(F)F)ccc1N1CCN(S(=O)(=O)c2ccc3c(c2)CCCC3)CC1 | -3% | 4% | -4% | -2% | 6% | 3% | 0% | -3%
CCc1cccc2nc3c(c([Si](C)(C)C)c12)Cn1c-3cccc1=O | . | 10% | 13% | -3% | . | -4% | -5% | .
BrC(=C\c1ccccc1)/C=N/N1CCN(c2ccccc2)CC1 | 1% | 9% | -9% | 1% | -14% | 1% | 8% | -10%
Cc1ccc(-n2ccnc2SCC(=O)O)c(C)c1 | 8% | -5% | -1% | -4% | 1% | -1% | -2% | .
Cc1nnc(NC(=O)c2ccc(S(=O)(=O)N(C)Cc3ccccc3)cc2)o1 | 11% | -5% | 4% | -3% | 2% | -1% | -17% | 12%
CCCCN(C)C(=O)c1cc2cc3ccc(OC)cc3nc2s1 | 3% | -3% | 2% | -3% | -3% | -1% | 6% | 4%
COCCn1nnnc1C(c1cccc(C#N)c1)N1CCCCCC1 (stereo unspecified) | 5% | 3% | 7% | -1% | 0% | 1% | 12% | 6%
Cc1ccc(CNC(=O)C2(C(F)(F)F)C/C(=C\CCO)CCCO2)o1 (stereo unspecified) | . | . | -4% | i | . | 0% | 3% | .
CC(C)(C)c1nc(CN2CCOCC2)cc(CN2CCOCC2)c1O | -3% | 9% | 3% | i | -6% | 0% | -3% | .
COc1ccc(C2=NN(C(=O)c3ccccc3)C(c3cccc([N+](=O)[O-])c3)C2)cc1 (stereo unspecified) | . | 3% | 4% | -21% | 0% | 0% | 5% | -24%
CSCC[C@H](NC(=O)[C@H](Cc1ccc(OS(=O)(=O)O)cc1)NC(=O)[C@@H](N)CC(=O)O)C(=O)NCC(=O)N[C@@H](Cc1c[nH]c2ccccc12)C(=O)N[C@@H](CCSC)C(=O)N[C@@H](CC(=O)O)C(=O)N[C@@H](Cc1ccccc1)C(N)=O | . | . | 0% | -9% | . | ? | 0% | .
Cc1ccc(NC(=O)c2nc[nH]c2C(=O)N[C@@H](C)c2ccccc2)cc1 | . | -1% | -1% | -42% | 0% | -3% | 0% | -6%
CCOCC(=O)Nc1c(C(=O)Nc2ccccc2OC)oc2ccccc12 | 6% | 8% | -3% | -13% | 9% | -3% | -1% | 12%
N#C/C(=C1/CCCCCN1)c1nc2ccccc2[nH]1 | ? | -5% | -5% | -9% | 3% | -12% | 0% | 28%

Going on with the list.
SMILES | GAA inh | GoLoco inh red | aGlu spleen mod | RECQ1 helicase | GAA glycogen mod | TR SRC2 fluor cs | TRb SRC2 PPI | L3MBTL1 inh
CCOc1ccccc1C(=O)OCC(=O)Nc1ccc(N2CCCCC2)cc1 | -14% | -10% | -4% | i | 0% | -8% | -9% | .
CC/C(=N\NC(=O)c1cc(C)nc2ccccc12)c1ccc(C)s1 | -2% | -5% | 2% | -4% | -29% | -2% | -5% | 6%
COc1ccccc1NC(=O)CN(Cc1ccco1)C(=O)c1ccc(-n2nc(C)cc2C)cc1 | -8% | -8% | -15% | -10% | -5% | 0% | 5% | -3%
CCCCCC(=O)Nc1ccc(-c2cn3cccnc3n2)cc1 | ? | -2% | 19% | -3% | 0% | -1% | -3% | .
CC(O)CNCCOc1ccccc1OCc1ccccc1 (stereo unspecified) | -4% | -12% | 1% | -5% | 13% | -1% | 1% | 9%
O=C(NCc1ccc(F)cc1)C1CCN(C(=O)NCc2ccccc2)CC1 | -7% | 7% | 2% | -12% | 1% | 1% | -12% | 5%
Cc1cc(C)n(-c2ccc(C(=O)NC3CCCCC3)cc2)n1 | 0% | -1% | 3% | -3% | -5% | 1% | -3% | 2%
CCC1CCCCN1C(=O)CSc1nc(N)c(NC(=O)c2ccco2)c(=O)[nH]1 (stereo unspecified) | -1% | -5% | -13% | i | -9% | 1% | -15% | 2%
Cc1ccc(CS(=O)(=O)c2nsc(C)c2C#N)cc1 | -2% | -5% | 4% | -18% | -2% | 0% | -3% | 5%
COc1ccc(Oc2c(C)nc(SCC(=O)c3ccc(Cl)cc3)[nH]c2=O)cc1 | . | -7% | 2% | -7% | 2% | 0% | -2% | 0%
Fc1ccc(C2c3cccn3CCN2C(=S)Nc2cccc(Br)c2)cc1 (stereo unspecified) | -8% | -10% | 0% | -23% | -7% | 0% | 0% | .
Cc1cccc(N2C(=O)CC(SC(N)=Nc3ccccc3)C2=O)c1 (stereo unspecified) | 15% | 0% | 7% | -2% | 14% | 0% | 4% | 0%
CC(=O)N(C(C)=O)N1C(=O)C2C3c4ccccc4C(c4ccccc43)C2C1=O (stereo unspecified) | 6% | 3% | -4% | i | 18% | 0% | -3% | 11%
c1ccc(N2CCN(c3nc(NCc4ccco4)c4ccccc4n3)CC2)cc1 | 0% | 0% | 6% | -11% | -7% | -5% | -6% | -2%
COc1ccccc1/C=C/C(=O)OCCN1CCOCC1 | 8% | 15% | -2% | -8% | -3% | 0% | 2% | 3%
Cc1ccc2cc(/C=C3\N=C(c4ccccc4)OC3=O)c(N3CCOCC3)nc2c1 | -8% | 33%[activator] | -8% | ? | -3% | -6% | 5% | 3%
COc1ccc(/C=C(/NC(=O)c2ccccc2)c2nc3ccccc3[nH]2)cc1OC | 0% | -22% | 4% | 1% | 7% | -5% | -1% | -1%
COC(=O)c1cc(C(=O)OC)[nH]n1 | -2% | -27% | -1% | 2% | 3% | 1% | -2% | -24%
CCOC(=O)CSc1nnc(CNC(=O)c2ccc(S(=O)(=O)N3CCOCC3)cc2)n1C | -7% | -3% | -11% | i | -4% | 1% | 0% | .
CC(c1ccccc1)N1CC(C(=O)N2CCN(c3ccc(F)cc3)CC2)CC1=O (stereo unspecified) | 3% | -2% | -8% | i | -3% | -2% | -4% | .
CCNC(=O)CN(c1ccc(Br)c(C)c1)S(C)(=O)=O | 5% | -7% | 1% | -3% | -11% | -9% | -2% | 3%
NNC(=O)[C@@H]1C[C@@H]1c1ccccc1 | 10% | -9% | -10% | -1% | -1% | -1% | -5% | 14%
C/[N+]([O-])=C\c1coc2ccccc2c1=O | 6% | -4% | 0% | -3% | 3% | -6% | 6% | .
O=c1[nH]c(CN2CCCCC2)nc2ccccc12 | 3% | -9% | 1% | -12% | 7% | -2% | -4% | 3%
C/C(CC(=O)NC1CCCCC1)=N\NC(=O)Cc1ccc(-c2ccccc2)cc1 | 4% | 2% | 1% | 0% | 3% | 0% | 5% | .

Random excerpt: 5 compounds from above.
SMILES | GAA inh | GoLoco inh red | aGlu spleen mod | RECQ1 helicase | GAA glycogen mod | TR SRC2 fluor cs | TRb SRC2 PPI | L3MBTL1 inh
CCC1CCCCN1C(=O)CSc1nc(N)c(NC(=O)c2ccco2)c(=O)[nH]1 (stereo unspecified) | -1% | -5% | -13% | i | -9% | 1% | -15% | 2%
COc1ccc(Oc2c(C)nc(SCC(=O)c3ccc(Cl)cc3)[nH]c2=O)cc1 | . | -7% | 2% | -7% | 2% | 0% | -2% | 0%
O=c1[nH]c(CN2CCCCC2)nc2ccccc12 | 3% | -9% | 1% | -12% | 7% | -2% | -4% | 3%
CCNC(=O)CN(c1ccc(Br)c(C)c1)S(C)(=O)=O | 5% | -7% | 1% | -3% | -11% | -9% | -2% | 3%
COc1ccccc1/C=C/C(=O)OCCN1CCOCC1 | 8% | 15% | -2% | -8% | -3% | 0% | 2% | 3%

(list continues)
SMILES | GAA inh | GoLoco inh red | aGlu spleen mod | RECQ1 helicase | GAA glycogen mod | TR SRC2 fluor cs | TRb SRC2 PPI | L3MBTL1 inh
C#CCCOC(=O)N1C2=NC(C(=O)OC)=C(C(=O)OC)[C@@H]3N(C)c4ccc(OC)cc4[C@]23C[C@H]1C(=O)OC | . | 2%[14.2 µM] | 4%[17.4 µM] | -4%[11.5 µM] | . | -3%[11.2 µM] | 6%[11.2 µM] | .
Cc1cc(C)c(NC(=O)CS(=O)CC(=O)Nc2cccnc2)c(C)c1 (stereo unspecified) | 0% | . | 3% | -7% | -13% | 1% | 8% | 4%
CC1CC(=O)NN=C1c1cccs1 (stereo unspecified) | . | 9% | -2% | 0% | 4% | 0% | 7% | 5%
O=C(O)CCCC(=O)N1CCN(C(c2ccccc2)c2ccccc2)CC1 | -9% | -3% | -3% | -4% | 1% | -1% | 5% | 9%
O=C(CCC1CC(=O)Nc2ccccc21)NCc1cccnc1 (stereo unspecified) | 1% | 5% | -1% | -6% | 4% | -1% | 4% | 4%
OCCN1CCOCCOCCN(CCO)CCN(CCO)CC1 | -6% | -14% | 7% | 19% | -12% | -2% | -7% | -1%
